M5 PAM: potentiates acetylcholine response at human M5 receptor. P08912. CHO-K1 hM5, Fluo-8 calcium, ACh EC20 PAM; 0% = ACh EC20, 100% = ACh EC100. activation, % at 3 µM. 360,000 tested, 0.3% active. AID 624038;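 active = activation above the run cutoff, the mean activation of all test compounds plus 3 SD, cut at about 18% in these data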
Target sequence (P08912 whole entry, looked up): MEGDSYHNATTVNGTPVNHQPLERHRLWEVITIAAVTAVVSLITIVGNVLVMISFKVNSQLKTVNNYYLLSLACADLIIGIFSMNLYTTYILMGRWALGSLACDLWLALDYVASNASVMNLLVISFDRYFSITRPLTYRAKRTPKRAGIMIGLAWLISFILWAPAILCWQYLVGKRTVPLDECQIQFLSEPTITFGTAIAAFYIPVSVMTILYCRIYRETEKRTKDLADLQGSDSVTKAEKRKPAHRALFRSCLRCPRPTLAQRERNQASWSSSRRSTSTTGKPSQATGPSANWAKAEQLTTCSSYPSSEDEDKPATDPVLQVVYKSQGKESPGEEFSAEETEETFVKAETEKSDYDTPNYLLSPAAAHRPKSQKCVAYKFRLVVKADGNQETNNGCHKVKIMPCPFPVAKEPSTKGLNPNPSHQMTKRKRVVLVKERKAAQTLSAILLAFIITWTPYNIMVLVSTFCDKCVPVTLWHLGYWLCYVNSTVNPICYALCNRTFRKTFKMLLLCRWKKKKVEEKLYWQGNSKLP
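Probe or stimulus: acetylcholine, EC20 level; Assay system: human M5 receptor in CHO-K1 cells; Schedule: compound preincubation 140 s before EC20 acetylcholine addition; Technique: intracellular calcium via Fluo-8 fluorescence; Dosing: single-point, 3 µM nominal; Read-out basis: percent activation from peak-over-basal fluorescence ratio, scaled EC20-to-EC100 acetylcholine; Repeats: one well per compound, no replicates.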
CHO-K1 Ca ag: nonselective activator or artifact in parental CHO-K1 cells; Fluo-8 calcium fluorescence; scaled to maximal ATP response, vehicle zero; 360,000 tested, 0.48% active; AID 602248; activation, % at 3 µM; in the data active = activation above about 15%;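 note: untransfected CHO-K1 host cells lacking M1 receptor as counterscreen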
CHRM4 antagonist: antagonists of human muscarinic M4 receptor (CHRM4) | CHO-hM4 cells, ACh EC80, Fluo-8 calcium fluorescence | inhibition, % at 3 µM | 360,000 tested, 0.73% active;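 active = inhibition above its plate's cutoff, the mean inhibition of sample wells plus 3 SD, cut at about 27% in these data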;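 note: 0% = acetylcholine EC80 with DMSO and 100% = DMSO without agonist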
Target sequence (P08173 whole entry, looked up): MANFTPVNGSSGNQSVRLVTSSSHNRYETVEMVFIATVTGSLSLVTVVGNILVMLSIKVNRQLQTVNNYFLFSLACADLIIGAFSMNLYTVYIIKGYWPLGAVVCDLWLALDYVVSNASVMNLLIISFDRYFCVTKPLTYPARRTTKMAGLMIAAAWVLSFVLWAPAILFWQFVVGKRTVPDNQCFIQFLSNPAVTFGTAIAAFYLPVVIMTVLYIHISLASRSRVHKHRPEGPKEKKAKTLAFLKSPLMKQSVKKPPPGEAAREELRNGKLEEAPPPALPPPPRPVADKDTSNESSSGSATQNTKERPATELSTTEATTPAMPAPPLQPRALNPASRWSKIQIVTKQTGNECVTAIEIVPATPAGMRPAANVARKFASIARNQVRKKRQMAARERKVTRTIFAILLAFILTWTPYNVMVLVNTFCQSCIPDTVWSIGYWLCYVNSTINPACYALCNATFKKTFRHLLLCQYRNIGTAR
CHO-K1 Ca antag: M1 antagonist counterscreen hit in parental CHO-K1 cells; inhibition, % at 3 µM; 360,000 tested, 0.6% active; AID 602250; ATP-induced calcium, Fluo-8 fluorescence;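 active = inhibition above a per-plate cutoff, the plate's mean sample inhibition plus 3 SD, cut at about 24% in these data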;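 note: 0% = DMSO plus EC80 ATP and 100% = DMSO alone without ATP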
M4 ag: agonists of human muscarinic M4 receptor (CHRM4). P08173. CHO-K1 hM4/Gqi5, Fluo-8 calcium fluorescence; vehicle 0%, full acetylcholine response 100%. activation, % at 3 µM. 360,000 tested, 0.14% active;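 active = activation above the run mean over all test wells plus 3 SD, cut at about 32% in these data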;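 note: peak over basal fluorescence ratio per well then scaled between controls; 0% = DMSO wells and 100% = acetylcholine at EC100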
M5 antag: antagonists of human muscarinic M5 receptor (CHRM5) | inhibition, % at 3 µM | P08912 | CHO-hM5 cells, Fluo-8 calcium fluorescence, ACh EC80 | AID 624040 | 360,000 tested, 0.59% active;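 active = inhibition above a per-plate cutoff, the mean of that plate's test compounds plus 3 SD, cut at about 27% in these data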;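 note: 0% = acetylcholine EC80 with DMSO and 100% = DMSO without agonist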
CHRM4 PAM: positive allosteric modulators of human muscarinic M4 receptor; P08173; CHO-K1 hM4/Gqi5, Fluo-8 calcium fluorescence, ACh EC20; 0% = ACh EC20, 100% = maximal ACh; activation, % at 3 µM; 360,000 tested, 0.4% active; AID 624126;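 active = activation above its plate's cutoff, the mean activation of sample wells plus 3 SD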; note: some results filed as inactive read as strong as hits
M1 PAM parental: M1 PAM counterscreen hit in parental CHO-K1 cells. ATP EC20, Fluo-8 calcium fluorescence; 0% at ATP EC20, 100% at ATP max. activation, % at 3 µM. AID 602247. 360,000 tested, 0.02% active;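 active = activation above the run cutoff, the mean activation of all test compounds plus 3 SD, cut at about 40% in these data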;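 note: peak over basal fluorescence ratio in a 140 s read after ATP addition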
CHRM5 agonist: agonists of human muscarinic M5 receptor (CHRM5) | P08912 | 360,000 tested, 0.19% active | activation, % at 3 µM | CHO-K1 hM5 cells, Fluo-8 calcium fluorescence; 0% DMSO wells, 100% maximal acetylcholine response;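 active = activation above the run's mean over test compounds plus 3 SD, cut at about 23% in these data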;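 note: signal is peak over basal fluorescence ratio across the kinetic read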
The depositor's hits bear a star.

SMILES	M5 PAM	CHO-K1 Ca ag	CHRM4 antagonist	CHO-K1 Ca antag	M4 ag	M5 antag	CHRM4 PAM	M1 PAM parental	CHRM5 agonist
O=C(COc1ccc(-c2nnco2)cc1)Nc1cc([N+](=O)[O-])ccc1F	-0.5	0.3	-2.7	-9.4	0.9	11.6	4.9	14.3	-1.0
Cc1ccc(/C=C/S(=O)(=O)NCC(=O)O)cc1	4.4	0.2	0.3	-18.1	1.4	1.4	-2.8	16.4	0.0
Cc1ccc(C(=O)Nc2ccccc2N2CCOCC2)cc1S(=O)(=O)N1CCOCC1	3.4	1.1	-4.3	-10.8	6.6	7.8	9.7	2.6	1.4
CC(=O)OCC1=C(C(=O)O)N2C(=O)C(NC(=O)CCn3nc(C)c(Cl)c3C)C2SC1 (centres undefined)	1.9	0.8	4.3	-9.1	0.7	2.3	1.1	11.1	1.0
COc1ccc(Cl)cc1NC(=O)C(C)OC(=O)C1=NNC(=O)CC1 (centres undefined)	-4.5	0.8	-9.0	-11.2	-0.6	-1.0	5.9	1.3	2.3
O=C(Cn1cnc2sc3c(c2c1=O)CCCC3)NCC(=O)Nc1ccc(F)cc1F	-5.5	0.6	9.8	-14.8	0.4	14.2	-4.5	-7.3	-2.2
CCN(CC(=O)Nc1ccc(OC)c(OC)c1)S(=O)(=O)c1ccc(C)cc1	-4.6	3.5	-8.6	-14.6	3.6	-5.1	9.0	9.7	-2.0
COCCCn1c(=O)c2sccc2n2c(CCCC(=O)NCc3ccccc3OC)nnc12	-3.0	2.0	7.7	-14.0	3.8	1.8	-2.6	8.6	-4.1
COc1ccc(C2C(C#N)=C(N)N(Nc3ccccc3)C3=C2C(=O)CC(C)(C)C3)cc1C (centres undefined)	-8.4	0.7	4.2	7.2	6.8	-9.2	-4.8	-5.2	-7.9
CCOc1ccccc1N=Nc1c(C)[nH]n(-c2ccccc2)c1=O	-3.8	0.9	5.4	-0.4	0.4	2.4	-4.2	12.8	-4.2
CC(=O)c1cc(C#N)c(Oc2ccccc2)nc1C	-0.7	1.8	0.2	-11.5	-0.3	13.3	-8.0	5.1	-1.9
Cc1cc(O)ccc1Nc1nc2ccccc2nc1Nc1ccc(O)cc1C	6.6	-0.2	12.6	-17.6	-0.2	-7.8	15.0	20.1	4.3
O=C(O)CCC(=O)N1CCN(c2nc3ccccc3s2)CC1	0.7	0.9	-8.0	-12.2	0.6	-2.6	6.3	11.4	-6.5
Cc1ccc(OCCCCn2ccnc2)c([N+](=O)[O-])c1	-6.5	1.6	8.4	0.6	2.7	8.1	-7.9	5.7	-9.3
CN(CCCC1CCCC1)C(=O)CCc1nnc(-c2ccccc2)o1	4.2	0.5	1.8	-9.8	0.6	-0.3	0.8	18.9	-2.3
Cc1ccc(C)c(S(=O)(=O)N2CCN(CC(=O)NC(=O)NCc3ccco3)CC2)c1	7.0	-0.3	-12.3	-7.1	1.9	8.1	6.7	15.4	-6.2
Nc1nc(CN2CCN(c3ccc(F)cc3)CC2)nc(N2CCCc3ccccc32)n1	0.4	1.2	1.4	-5.0	1.8	-7.0	10.3	4.7	-0.9
COc1cc(/C=C2\CCC/C(=C\c3ccc(O)c(OC)c3)C2=O)ccc1O	-19.6	6.6	-1.3	-3.3	12.7	14.2	-12.0	8.5	-2.1
COCCn1c(=O)[nH]c2cc(C(=O)NCCN3CCN(c4ccc(OC)cc4)CC3)ccc2c1=O	6.9	0.0	5.3	4.0	-0.1	0.4	-1.9	-2.3	-0.3
CN(CC(=O)NC(=O)NCc1ccccc1)Cc1ccc(Cl)cc1	-0.4	0.5	-4.3	-2.4	-1.2	0.2	6.3	16.5	-5.8
COC(=O)c1ccc2nc(-c3ccco3)c(Cc3cccc(Cl)c3)n2c1	-15.7	0.3	-3.1	-8.0	-0.9	3.7	5.6	12.8	-6.2
CCc1cccc2c(C(=O)COC(=O)c3cccc(S(=O)(=O)N(C)C4CCCCC4)c3)c[nH]c12	-0.8	0.9	-0.6	-6.2	0.3	8.8	3.1	24.1	-2.8
Cc1c(C(=O)Nc2ccc3c(c2)OCCO3)sc2nc(-c3ccccc3)cn12	-24.6	15.0	33.6*	9.1	30.4	28.4*	-11.2	-10.1	6.3
O=C(N=C1SC2CS(=O)(=O)CC2N1c1ccccc1)c1cccc([N+](=O)[O-])c1 (centres undefined)	-5.9	-0.3	-7.0	-5.3	1.0	5.3	3.5	-9.9	3.8
COc1ccc(CNC[C@H]2O[C@@H](n3ccc(=O)[nH]c3=O)[C@H](O)[C@@H]2O)cc1OC	4.8	0.3	-9.8	-9.7	0.7	-5.1	7.1	12.4	-0.2
COc1ccc([C@H]2CC(=O)C=C(c3cc(Cl)ccc3C)C2)cc1	2.6	1.0	-0.2	-27.6	0.0	-8.0	-3.9	37.8	-3.1
CCOC(=O)C1=C(C)N(Cc2ccc(C(=O)O)cc2)C(=O)NC1c1ccc([N+](=O)[O-])cc1 (centres undefined)	4.7	0.8	2.2	-8.6	1.3	-6.2	-3.5	10.9	0.1
Cc1ccc(C(=O)Nc2ccccc2Sc2ccccc2)cc1	-4.4	0.3	-1.2	-1.4	-0.6	1.9	-1.6	6.4	-1.6
O=C(Nc1ccc2[nH]c(=S)sc2c1)Nc1ccccc1F	1.8	3.0	1.1	-6.5	3.0	6.4	-2.4	9.7	-0.3
CC(C)(C)NC(=O)c1ccccc1NC(=O)C1CCCO1 (centres undefined)	12.5	12.7	-3.3	8.6	0.1	-11.8	2.0	19.4	-1.9
O=C(Nc1nccs1)C(c1ccccc1)N1CCCC1 (centres undefined)	5.0	0.7	0.0	-5.1	2.8	3.7	-4.8	2.2	-8.0
CC1=C(C(=O)N(C)C)CC(CC(=O)NCc2cccs2)C(=O)N1Cc1ccccc1 (centres undefined)	1.2	0.3	-5.4	-0.4	0.8	-6.1	6.1	15.5	-1.1
CCCN1CNC(=S)N(c2ccccc2C)C1	2.1	0.6	-1.3	-16.8	1.6	9.9	8.3	14.2	1.6
N#Cc1ccccc1COC(=O)CCN=C1NS(=O)(=O)c2ccccc21	-3.3	0.2	-20.8	4.3	8.1	-6.0	19.2	-13.5	4.6
Cc1cccc2c(N=NC(=O)C(C)n3cnc4ccccc4c3=O)c(O)[nH]c12 (centres undefined)	-2.2	1.9	-4.5	-14.5	3.0	7.6	0.2	21.7	-1.9
CCOc1ccc(C(=O)CCC(=O)NN2C(=O)NC3(CCCCC3)C2=O)cc1	-7.4	-0.9	-15.8	-15.3	1.5	2.6	4.0	-17.4	-3.9
COc1cc(/C=C2/CCC/C(=C\c3cc(O)c(OC)c(Cl)c3)C2=O)cc(Cl)c1O	-6.0	0.4	6.5	-8.4	1.5	2.3	-1.6	12.4	1.5
O=C(CN1CCN(S(=O)(=O)c2ccc(Cl)s2)CC1)N1CCOCC1	-4.9	-0.1	12.6	-4.1	0.2	4.0	-2.9	6.8	-3.0
CCc1ccc(NC(=O)CSc2nc(O)cc(=O)n2C2CCCC2)cc1	1.6	0.6	-3.3	-14.8	2.0	4.0	0.7	15.8	2.4
N#CC1=C(N)N(c2ccc(F)cc2)C(=O)C1	-1.0	0.0	2.7	-4.4	-0.2	0.1	14.3	7.2	-1.1
O=C1/C(=C\c2ccc(O)c(O)c2)SC(=S)N1Cc1ccccc1	-8.8	7.2	23.3	10.6	20.4	22.0	-9.6	-18.5	15.1
O=C(CN1C(=O)N/C(=C\c2ccccc2OCc2ccc(C(=O)O)cc2)C1=O)Nc1ccccc1F	-2.8	-0.2	0.1	-16.1	0.5	8.2	8.1	-2.9	-1.2
O=c1[nH]c(=O)n(Cc2ccccc2)c2c1C(C(F)(F)F)(C(F)(F)F)N=C(c1ccco1)N2	-9.3	4.5	-4.6	4.4	3.9	5.3	10.0	15.1	3.9
Cc1ccc(-n2nc(C)c3c2OC(N)=C(C#N)C3c2ccccc2F)cc1 (centres undefined)	-3.3	0.3	-11.0	-12.2	0.3	-3.2	5.1	14.0	1.9
Cc1ccc(OCCC(=O)OCC(=O)Nc2ccc(Cl)cn2)cc1	-7.6	0.6	-8.2	-11.9	0.3	8.6	13.3	17.8	-2.1
CCOc1ccc(S(=O)(=O)NCCC(=O)N2CCCC(C)C2)cc1 (centres undefined)	-5.5	2.0	-8.8	4.0	5.5	9.0	-3.0	-10.9	3.3
Nc1nc2ccccc2n1Cc1ccc(Cl)c(Cl)c1	-1.1	6.0	6.2	-5.2	10.0	1.2	-5.2	11.1	5.7
COc1ccc(NC(=O)c2nc[nH]c2C(=O)N2CCN(C(=O)OC(C)(C)C)CC2)cc1	-3.4	-0.2	7.5	-10.3	3.4	4.5	-0.7	13.1	1.6
COc1cccc(S(=O)(=O)Nc2cccc(C(=O)N3CCCC3)c2)c1	-1.2	1.6	-2.2	5.8	0.0	5.5	-0.8	-9.2	-2.6
C/C(=N\NC(=O)c1ccncc1)c1ccc(NC(=O)c2ccc(Cl)cc2)cc1	-5.3	5.3	8.5	8.1	1.0	6.0	-3.0	-17.0	-0.5
Other compounds follow:
SMILES	M5 PAM	CHO-K1 Ca ag	CHRM4 antagonist	CHO-K1 Ca antag	M4 ag	M5 antag	CHRM4 PAM	M1 PAM parental	CHRM5 agonist
Cc1cc(OCc2cc(C(=O)NCc3cc(C(C)C)no3)no2)cc(C)c1Cl	3.8	0.2	-2.7	8.7	1.6	-5.2	14.2	-30.5	-3.8
O=C(NCc1ccccn1)C(=O)NCC1OCCN1S(=O)(=O)c1ccc(Br)cc1 (centres undefined)	1.6	0.3	3.2	11.3	1.4	-6.3	-2.6	1.2	-2.0
Brc1ccc(-c2cn3c(n2)CCc2ccc4cccnc4c2-3)cc1	1.5	0.2	6.0	-0.6	0.5	-8.1	1.6	10.2	-7.7
CCCCn1nnnc1C1(C)CCC(=O)N1CCc1ccc(OC)c(OC)c1 (centres undefined)	2.3	9.8	1.6	2.7	0.8	-2.8	2.0	0.0	-0.7
NC(=O)c1ccc(NC(=O)COC(=O)C2(c3cccc(F)c3)CCCC2)cc1	-5.8	8.3	-4.0	-3.9	8.8	3.2	-5.0	12.1	3.4
COc1ccc2[nH]c3c(=O)n(Cc4ccncc4)cnc3c2c1	5.8	-0.1	-2.1	-9.8	-0.1	-3.5	4.7	14.3	-2.2
CC(C)CC(=O)NS(=O)(=O)c1ccc(N)cc1	0.1	0.0	1.1	-7.9	0.5	-10.9	7.0	10.7	-0.1
Cc1cc(CNC(=O)c2ccc3nc(Cc4ccccc4F)oc3c2)nn1C	-1.0	1.2	2.6	-21.4	1.0	8.8	5.3	11.7	1.0
c1cc2nnnn2nc1N1CCCCCC1	0.1	0.5	3.0	-7.4	0.7	-2.4	-4.5	16.7	-0.8

Outcome played no part in choosing rows (roughly 2.7% active in at least one column).
